# Lipid storage S3: qHTS Assay for Lipid Storage Modulators in Drosophila S3 Cells; 320,000 tested, 0.64% active; Potency in µM for hits, for the others lipid storage change, negative = inhibition, % at the top dose, mostly 46.1 µM; Drosophila S3 cells, BODIPY lipid droplet fluorescence, 18-24 h; cells fed with added oleic acid; active = well fitted inhibition curve with a large enough effect in the signal ratio, with a control signal flat, not every such curve was filed as active; inconclusive = small, poorly fitted or top-dose-only effect, or effect the other way, or a change in a side signal; the % refers to the signal ratio
#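 Drosophila S3 cells got compounds at several concentrations plus oleic acid (400 uM solution). Laser-scanning cytometry with 488 nm excitation read lipid droplets at 500-530 nm and cells at 575-640 nm. Percent activity was relative to 20 uM Triacsin C.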
# Lipid storage S3 cell count max: also measured in Lipid storage S3; calls as there; cell number change, %; measured here: cell count max response;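 cells counted by Cell Tracker Red CMTPX staining in the red channel; peak over a dose series mostly up to 46.1 µM; percent activity relative to internal control wells on each plate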
# * hit, by the source's call; i = inactive; ? = inconclusive; · = not tested or not shown; [ ] = another dose, or the depositor's remark. % is scaled to controls: 0 for no effect and ±100 for the full control effect; potency is read from the fitted curve at half-maximal effect.
# Preview, five compounds:
Lipid storage S3 cell count max	Lipid storage S3	canonical_smiles
·	?	CCN1CCN(c2ncnc3c2oc2nc(C(C)C)c4c(c23)CCC4)CC1
·	?	CCOC(=O)c1c(C)n(S(=O)(=O)c2ccc(C)cc2)c2ccc(O)c(C(=O)O)c12
·	?	CCOC(=O)c1c(C)[nH]c(C(=O)Nc2ccc3c(c2)OCO3)c1C
4	-2%	N#CC(C(=S)Nc1ccccc1)c1nc2ccccc2[nH]1 (centres undefined)
·	?	Cc1ccc2c(c1)c1ncn(Cc3ccc(F)cc3)c(=O)c1n2C

# The listing, from the start:
Lipid storage S3 cell count max	Lipid storage S3	canonical_smiles
·	?	CCN1CCN(c2ncnc3c2oc2nc(C(C)C)c4c(c23)CCC4)CC1
·	?	CCOC(=O)c1c(C)n(S(=O)(=O)c2ccc(C)cc2)c2ccc(O)c(C(=O)O)c12
·	?	CCOC(=O)c1c(C)[nH]c(C(=O)Nc2ccc3c(c2)OCO3)c1C
4	-2%	N#CC(C(=S)Nc1ccccc1)c1nc2ccccc2[nH]1 (centres undefined)
·	?	Cc1ccc2c(c1)c1ncn(Cc3ccc(F)cc3)c(=O)c1n2C
·	i	COc1ccc(NC(=O)C(C)Oc2ccc(/C(C)=N\O)cc2)cc1 (centres undefined)
-24*	16µM*	O=C(/C=C/c1ccco1)c1ccc(NC(=O)C23CC4CC(CC(C4)C2)C3)cc1
·	?	Cn1cnnc1SCC(=O)NC1CCCc2ccccc21 (centres undefined)
·	?	COc1cc(C(=O)Nc2ccc3c(c2)OCCO3)ccc1-n1cnnn1
·	?	CN1CCN(C(=O)/C(=C/c2ccco2)NC(=O)c2ccccc2)CC1
-3	9%	C=CCN(CC=C)C(=S)NC(=O)c1ccc(OC)cc1
-16	-4%	CCOc1ccc(CCNC(=O)COc2cc(=O)n(C)c3ccccc23)cc1OCC
-14	12%	CCCn1ccnc1SC(C)C(=O)Nc1c(C)n(C)n(-c2ccccc2)c1=O (centres undefined)
-1	-1%	Cc1ccc(-n2nnnc2SCC(=O)NNC(=O)c2ccco2)cc1C
·	3%	Cc1ccc(Nc2ccc3nonc3c2[N+](=O)[O-])cc1
-3	-10%	CCOc1ccc(NC(=O)CSc2ccc3nnc(-c4ccccn4)n3n2)cc1
-1	4%	O=C(Nc1nnc(C2CC2)s1)C1Cc2ccccc2CN1S(=O)(=O)c1ccccc1F (centres undefined)
4	11%	CCOC(=O)COc1cccc2c(=O)n(CC(=O)NCc3ccc4c(c3)OCO4)ccc12
·	?	CCc1noc(C)c1C(=O)NNC(=O)c1ccccc1Cl
-4	5%	CC1(C)CC(=O)c2cc(OCC(=O)O)ccc2O1
·	?	CCOc1ccccc1NC(=O)c1cc(S(=O)(=O)N2CCOCC2)ccc1C
-3	5%	O=C(/C=C/c1ccccc1)n1cnnc1SC/C=C/c1ccccc1
·	?	Nn1c(SCC(=O)Nc2cccnc2Cl)nnc1-c1ccccc1
-9	0%	COc1ccc(OC)c(S(=O)(=O)N2CCCc3ccccc32)c1
·	?	CC(CNc1ccc([N+](=O)[O-])c2cccnc12)Nc1c([N+](=O)[O-])cc(C(F)(F)F)cc1[N+](=O)[O-] (centres undefined)
·	?	N#Cc1nc(Cc2cccc3ccccc23)oc1N1CCC(C(N)=O)CC1
·	?	O=C(Cc1n[nH]c(=O)c2ccccc12)NCc1ccc(Cl)cc1
·	?	CCOCCn1ccc2c(OCC(=O)Nc3cc(OC)ccc3OC)cccc2c1=O
·	?	C[C@H](NC(=O)c1ncn(Cc2ccccc2)c1C(=O)N[C@@H](C)c1ccccc1)c1ccccc1
-8	11%	O=C(NCc1ccccc1C(F)(F)F)C1CC(c2ccc(C(F)(F)F)cc2)=NO1 (centres undefined)
·	?	CC(Sc1nnc(-c2ccc(Cl)cc2)n1C)C(N)=O (centres undefined)
20	-12%	C/C(=C\c1ccccc1)CN1CCN(C(C)C)C(CCO)C1 (centres undefined)
6	7%	COc1ccc(OCC(O)Cn2ccnc2C)cc1 (centres undefined)
·	?	CCOC(=O)c1ccc(NC(C)=O)c([N+](=O)[O-])c1
18	-3%[0.0737 µM]	CCOc1cc(/C=N/NC(=O)c2cccc(S(=O)(=O)N3CCOCC3)c2)ccc1OCC(=O)N(C)C
·	-1%	COCCN(CCOC)C(=O)CCn1c(=O)oc2ccccc21
·	?	COc1ccc(N2CC(C(=O)Nc3nnc(Cc4ccccc4)s3)CC2=O)cc1 (centres undefined)
-17	4%	Cc1ccc(C2C(C(=O)c3cccs3)=C(O)C(=O)N2c2nnc(C)s2)cc1 (centres undefined)
·	?	Cc1cccc(Cl)c1NC(=O)N1CCN(c2ccnc3cc(Cl)ccc23)CC1
18	-13%	COc1ccccc1N1CCN(C2CCCN(C(=O)CC(F)(F)F)C2)CC1 (centres undefined)
8	3%	C=CCn1c2ccccc2c2nnc(SCC(=O)OCN3C(=O)c4ccccc4C3=O)nc21
-10	20%	COc1ccc(C(=O)Nc2nnc(-c3ccccc3)o2)cc1OC
13	0%	O=C(NC(NC(=S)Nc1ccccc1O)C(Cl)(Cl)Cl)c1ccco1 (centres undefined)
·	?	CCCN1CCN(CCCNC(=O)Cn2nc(C)n3c(cc4cc(OC)ccc43)c2=O)CC1
0	-13%	Cc1c(C)c2c(OCC(=O)N[C@@H](C)C(=O)O)cc3c(c2oc1=O)CCC(C)(C)O3
·	?	CCCCC(CC)C(=O)Nc1cc(C(=O)NCCC)ccc1N1CCC2(CC1)CC(c1ccccc1)=NO2 (centres undefined)
·	?	Cc1ccc(N2CCN(c3ccc(C)cc3)C2c2cccnc2)cc1
-12	12%	C=CCn1cnc2c(c1=O)c1nc3ccccc3nc1n2-c1ccc(C)cc1

# Looked up by structure from the list above (three):
Lipid storage S3 cell count max	Lipid storage S3	canonical_smiles
·	?	CCCN1CCN(CCCNC(=O)Cn2nc(C)n3c(cc4cc(OC)ccc43)c2=O)CC1
-10	20%	COc1ccc(C(=O)Nc2nnc(-c3ccccc3)o2)cc1OC
18	-13%	COc1ccccc1N1CCN(C2CCCN(C(=O)CC(F)(F)F)C2)CC1 (centres undefined)

# The listing continues.
Lipid storage S3 cell count max	Lipid storage S3	canonical_smiles
11	19%	CCC(C)NC(=O)C1CCCN(S(=O)(=O)c2ccc3c(c2)CC(C)N3C(=O)C2CC2)C1 (centres undefined)
·	?	O=C(Cc1csc(N2CCOCC2)n1)N/N=C/c1ccc(O)c(O)c1O
·	?	CCCCN(C(=O)c1ccc([N+](=O)[O-])s1)c1c(N)n(CC(C)C)c(=O)[nH]c1=O
-6	i	CC(C)CC(=O)Nc1cccc(-c2cn3ccsc3n2)c1
-3	1%	Cc1cc(C)nc(NS(=O)(=O)c2ccc(NC(=O)C3(c4ccc([N+](=O)[O-])cc4)CCCC3)cc2)n1
7	4%	CCc1cc2cc(C(=O)Nc3ccc(F)cc3)sc2s1
-4.5*	4.1µM*	Cc1nc(N2CCN(c3ccccc3O)CC2)c2c(-c3ccccc3)csc2n1
·	?	CC(C)NC(=O)N1CC(c2ccccc2)C(c2ccc(Cl)cc2)=N1 (centres undefined)
·	8%	CCCc1cc(=O)[nH]c2nnc(SCC(=O)NCc3ccc4c(c3)OCO4)n12
·	?	CC(C)C(C(=O)Nc1nccs1)c1ccc(Cl)cc1 (centres undefined)
·	?	CC1(c2nnc(-c3ccc(F)cc3)o2)CC(c2c(Cl)cccc2Cl)=NO1 (centres undefined)
1	-12%	O=C(O)c1ccc(Cl)c(S(=O)(=O)NC(Cc2c[nH]c3ccccc23)C(=O)O)c1 (centres undefined)
·	?	N#Cc1c(C(F)(F)F)cc(-c2ccc(F)cc2)[nH]c1=O
·	i	Cc1ccccc1N1CCN(C2CCCN(C(=O)c3cn4c(C)cccc4n3)C2)CC1 (centres undefined)
·	?	CS(=O)(=O)N1CCC(C(=O)Nc2ccc(F)c(Cl)c2)CC1
·	?	O=C(CNc1ccccc1F)N/N=C/C1CC=CCC1 (centres undefined)
-15	i	CCC(=O)N1c2ccc(S(=O)(=O)NCc3ccccc3)cc2CC1C (centres undefined)
·	?	O=C(NCc1cn2ccsc2n1)c1c(F)cccc1Cl
·	?	Cc1ccc(NC(=O)c2cc(S(=O)(=O)c3ccccc3)ccc2Cl)cc1
·	?	Cc1c(Cl)cccc1NC(=S)NCc1cccs1
·	?	COc1cc(C(C(=O)NC(C)(C)C)N(C(=O)CNC(=O)c2cccs2)c2cccnc2)cc(OC)c1OC (centres undefined)
-9	-7%	O=C(O)c1ccc(NC(=S)NC(=O)c2ccc(-c3ccccc3)cc2)cc1
·	?	COc1ccc(C2CC(c3ccc(Br)cc3)Nc3nc(N)nn32)cc1 (centres undefined)
4	11%	COc1cc(C(=O)Nc2ccc(S(=O)(=O)Nc3nccc(C)n3)cc2)c([N+](=O)[O-])cc1OC
·	?	CC(C)(C)c1ccc(C(=O)NC(=S)Nc2nc3c(s2)CCCC3)cc1
43	i	COc1ccc(C23CC4CC(CC(C4)C2)C3)cc1C(=O)NCCN(C)C
·	?	Cc1cc(C(=O)NCc2ccc(C(=O)O)o2)c(C)o1
·	?	O=S(=O)(Nc1cccc(-c2cn3c(n2)SCC3)c1)c1cccs1
9	3%	CCn1c(SCC(=O)NNC(=S)Nc2ccccc2)nnc1-c1ccc(Cl)cc1
3	16%	O=S(=O)(c1ccccc1Br)N1CCC(O)(c2cccnc2)CC1
·	?	CC1CCCCC1NC(=O)c1ccncc1 (centres undefined)
5	13%	COc1ccc(S(=O)(=O)Nc2ccc3oc4ncccc4c(=O)c3c2)cc1OC
0	0%	COc1ccc(CN(CC(=O)NCc2ccco2)C(=O)CCC(=O)Nc2nccs2)cc1
2	0%	CC(C)CN(C(=O)c1cccc(S(=O)(=O)N2CCN(C)CC2)c1)C1CCS(=O)(=O)C1 (centres undefined)
·	i	CCc1onc(C)c1C(=O)Nc1cc(C)ccc1OC
-8	-11%	CC(C(=O)NCC1(c2ccccc2)CCOCC1)N1CCOCC1 (centres undefined)

# Compound profiles, as listed above. Screens in order: Lipid storage S3 cell count max, Lipid storage S3
# `CC(C)(C)c1ccc(C(=O)NC(=S)Nc2nc3c(s2)CCCC3)cc1` reads ·, ?
# `CC(C)CN(C(=O)c1cccc(S(=O)(=O)N2CCN(C)CC2)c1)C1CCS(=O)(=O)C1` (centres undefined) reads 2, 0%

# Next results follow.
Lipid storage S3 cell count max	Lipid storage S3	canonical_smiles
-17	i	Cc1noc(C)c1CSc1nc2ccccc2c(=O)n1-c1ccc(F)cc1F
·	?	CCOc1ccccc1N(C)C(=O)c1sc2ncn(CC(=O)N3CCCCC3C)c(=O)c2c1C (centres undefined)
-5	-2%	CC(O)c1cccc(NC(=O)CCC(=O)O)c1 (centres undefined)
27	23%	CCCCn1c(N)c(N(CC(C)C)C(=O)c2ccc(N3C(=O)c4ccccc4C3=O)cc2)c(=O)[nH]c1=O
·	?	c1ccc(CCN(Cc2ccccc2)C2CCN(C3CCCC3)CC2)cc1
-2	4%	CCN1CCCC1CNC(=O)Cn1cnc2sc(C)c(S(=O)(=O)N3CCC(C)CC3)c2c1=O (centres undefined)
·	?	Cn1c(=O)cc(SCC(=O)NCC2COc3ccccc3O2)c2ccccc21 (centres undefined)
13	8%	CCOC(=O)CN(C(=O)COc1nc(C)cc(C)c1C#N)c1ccc(Cl)cc1
·	?	CC1(C)CC(NC(=O)c2cccc([N+](=O)[O-])c2)CC(C)(C)N1
·	?	COc1cc(CNCCc2ccccc2F)ccc1OCc1ccc(Cl)nc1
·	?	Cc1ccc(NS(=O)(=O)c2ccccc2F)cc1S(=O)(=O)N1CCCCCC1
·	?	Cc1c(O)ccc2c(CN3CCN(C/C=C/c4ccccc4)CC3)cc(=O)oc12
·	i	Nc1c2c(nc3ccccc13)N(c1ccccc1)CC2
·	?	Cn1cc(Cl)c(C(=O)OCC(=O)Nc2ccccc2)n1
·	i	C=CCn1cnc2c(nnn2-c2cc(C)cc(C)c2)c1=O
·	?	CC(=O)Nc1ccc(S(=O)(=O)NNC2=NS(=O)(=O)c3ccccc32)cc1
·	?	O=C(Nc1ccc(Br)cc1)c1ccc(F)c(S(=O)(=O)N2CCN(c3ccccn3)CC2)c1
-2	2%	CCc1cccc(CC)c1NC(=O)CSc1nc2ccc(N3C(=O)C4C(C3=O)[C@H]3C=C[C@@H]4C3)cc2s1 (some centres undefined)
·	?	CCCn1c(N)c(N2CCCCC2)c(=O)n(CC(=O)Nc2ccccc2)c1=O
·	?	Cc1c(C(=O)C(=O)N2c3ccccc3CC2C)c2ccccc2n1C (centres undefined)
·	?	COc1ccccc1-c1cc(C(F)(F)F)nc(S(=O)(=O)CCCC(=O)NC(C)C)n1
-10	-5%	Cc1cccc(N=C2NC(=O)/C(=C/C=C/c3ccco3)S2)c1
·	?	Cc1ccc(Nc2cnn(C34CC5CC(CC(CC(=O)O)(C5)C3)C4)c(=O)c2Cl)cc1C
·	?	CCn1c(COc2cccc(C)c2)nnc1SCC(=O)Nc1cccc(C(=O)OC)c1
·	?	CC(=O)N(C)c1ccc(NS(=O)(=O)c2cc(Cl)ccc2Cl)cc1
·	?	COc1cc(/C=N/NC(=O)c2ccccn2)ccc1OC(=O)c1ccccc1Br
-4	16%	CCCOC(=O)c1c(NC(=O)CCCn2nc([N+](=O)[O-])c(Cl)c2C)sc(C(=O)OC)c1C
·	?	Cc1ccc(N2C(=O)N(CC(=O)Nc3cc(Cl)ccc3C)C(=O)C2C)cc1 (centres undefined)
·	9%	COc1ccc(C2CC23N=C(c2ccccc2)OC3=O)cc1 (centres undefined)
·	?	C=CCSc1nc2c(cc1C#N)CCC2

# High-throughput results as filed in PubChem.

# The list is partial; the hit share may differ from the screen's.
